KCNK3 inh = human KCNK3 channel inhibitors, primary screen, CHO cells, FluxOR thallium flux, B-score; Potassium channel subfamily K member 3 (Homo sapiens), O14649; B-score at 10 µM; FluxOR fluorescence; stronger effect = lower value; 340,000 compounds, 0.84% hits;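 active = B-score under library mean minus 4 SD, starting fluorescence ratio at most library mean plus 5 SD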;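 note: more negative B-score means stronger inhibition of thallium flux through KCNK3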
Target sequence (O14649 whole entry, looked up): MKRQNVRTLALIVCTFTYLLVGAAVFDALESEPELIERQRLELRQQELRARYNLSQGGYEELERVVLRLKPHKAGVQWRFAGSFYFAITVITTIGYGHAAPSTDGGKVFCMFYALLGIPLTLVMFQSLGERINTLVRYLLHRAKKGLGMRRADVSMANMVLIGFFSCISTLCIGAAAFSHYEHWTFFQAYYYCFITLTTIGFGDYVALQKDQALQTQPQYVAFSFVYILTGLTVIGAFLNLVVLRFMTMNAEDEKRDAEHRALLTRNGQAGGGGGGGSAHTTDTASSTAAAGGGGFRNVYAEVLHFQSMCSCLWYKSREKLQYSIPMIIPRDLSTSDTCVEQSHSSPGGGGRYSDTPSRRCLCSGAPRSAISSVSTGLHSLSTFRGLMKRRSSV
hERG protect = hERG rescue from dofetilide block, primary screen, cell-based, CHO-hERG, FluxOR thallium flux, dofetilide IC70. AID 1511, 2009. dofetilide IC70 present. activation (rescue from dofetilide block), less the hit threshold, % at 10 µM. 310,000 compounds, 0.51% hits;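 active = activation above the mean of controls blocked by dofetilide plus 5 SD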;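 note: thallium influx through hERG after potassium depolarization seen as dye fluorescence rise; in these data hits start at about 4.7%; inactives centre near -7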
KCNQ1 block = inhibitors of human KCNQ1 channel, primary screen, cell-based, thallium flux, high-throughput; CHO-K1 KCNQ1, FluxOR thallium flux fluorescence; stronger effect = higher value; B-score at 10 µM; 310,000 compounds, 1.3% hits; AID 2642, 2010;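 active = compounds whose thallium flux B-score, printed positive for inhibition, exceeds three library SD while starting fluorescence stays within three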;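 note: channel opened by potassium depolarization with thallium stimulus after 20 min compound exposure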
Target sequence (P51787 whole entry, looked up): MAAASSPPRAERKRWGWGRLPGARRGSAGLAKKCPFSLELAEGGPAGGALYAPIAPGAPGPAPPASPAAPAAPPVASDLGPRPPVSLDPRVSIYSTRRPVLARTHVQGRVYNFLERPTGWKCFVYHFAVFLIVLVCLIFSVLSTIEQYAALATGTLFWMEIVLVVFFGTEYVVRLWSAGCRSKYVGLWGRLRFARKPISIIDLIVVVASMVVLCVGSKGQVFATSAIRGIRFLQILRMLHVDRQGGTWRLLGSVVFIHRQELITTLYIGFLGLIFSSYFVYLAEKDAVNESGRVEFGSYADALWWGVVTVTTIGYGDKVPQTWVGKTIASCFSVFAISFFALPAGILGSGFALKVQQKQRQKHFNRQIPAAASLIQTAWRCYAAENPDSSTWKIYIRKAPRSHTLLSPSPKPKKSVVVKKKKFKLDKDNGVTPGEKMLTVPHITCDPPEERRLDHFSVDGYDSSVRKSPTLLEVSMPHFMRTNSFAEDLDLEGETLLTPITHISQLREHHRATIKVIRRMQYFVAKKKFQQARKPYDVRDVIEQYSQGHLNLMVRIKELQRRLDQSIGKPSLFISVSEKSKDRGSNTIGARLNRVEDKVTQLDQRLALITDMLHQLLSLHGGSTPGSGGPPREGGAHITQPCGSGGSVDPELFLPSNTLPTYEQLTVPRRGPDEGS
Dyrk1A ADPGlo = rat Dyrk1A kinase inhibitors, primary screen, biochemical, single point, plate reader | Dual specificity tyrosine-phosphorylation-regulated kinase 1A (Rattus norvegicus), Q63470 | ADP-Glo luminescence, NFATc1 peptide | inhibition, % at 12.5 µM | 310,000 compounds, 0.43% hits | AID 504441, 2011; in the data active = inhibition above about 50%;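 note: plate controls were vehicle with enzyme for no effect and no enzyme for full effect; many of its hits are not listed in these tables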
HDAC3 inh = HDAC3 deacetylase inhibitors, primary screen, biochemical, fluorescence, cell-free homogeneous; recombinant HDAC3, fluorogenic peptide/trypsin coupled; inhibition, % at 8.3 µM; 320,000 compounds, 0.15% hits; AID 2718, 2010; in the data active = inhibition above about 26%, passing the limit was not always enough; inconclusive = no clear call, values can overlap the other calls
TMEM16A act = TMEM16A chloride channel activators or potentiators, primary screen, cell-based, HTS | B-score at 10 µM | 340,000 compounds, 0.3% hits | HEK293 TMEM16A/YFP-H148Q/I152L, iodide quench fluorescence; stronger effect = lower value | AID 623877, 2012 | Anoctamin-1 (Mus musculus), Q8BHY3;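 active = fluorescence-ratio B-score plate-corrected deviation score at least 3 library SD below zero, with starting fluorescence score within 5 deviations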;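 note: channel opened by trigger with iodide after compound preincubation; score built on the fluorescence ratio of max minus min over baseline; more negative score means more quench and so TMEM16A activation or potentiation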
KCNQ1 pot = potentiators or activators of KCNQ1 channel, primary screen, cell-based, thallium flux, high-throughput | CHO-K1 KCNQ1, thallium flux FluxOR fluorescence; stronger effect = higher value | Potassium voltage-gated channel subfamily KQT member 1 (Homo sapiens), P51787 | 310,000 compounds, 0.35% hits | B-score at 10 µM | AID 2648, 2010;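 active = fluorescence ratio B-score, a plate-corrected score, at least three library SD, with initial intensity B-score within 5 SD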
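Assay system: CHO-K1 cells stably expressing KCNQ1. Medium: assay buffer for compound exposure, DMSO matched across wells. Timing: 37 °C overnight plating, 90-min dark dye load, 20-min compound pretreatment. Signal: kinetic FluxOR fluorescence, 10 s baseline plus 110 s post-stimulus.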
TRPC4 PAM = positive allosteric modulators of TRPC4, primary screen, cell-based, mouse TRPC4beta, HEK293 mu-opioid, Fluo-4 calcium; DAMGO EC20, Fluo-4 Ca2+ flux; stronger effect = higher value; B-score at 10 µM; 310,000 compounds, 0.42% hits;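 active = B-score of calcium response area above 5 SD of library B-scores, with initial fluorescence ratio within 5 SD of library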;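 note: B-score of integrated fluorescence ratio over time as area under calcium response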
TRPC4 agonist = activators of mouse TRPC4 channel, primary screen, Fluo4 calcium, HEK293 TRPC4beta/mu-opioid cells; Fluo4 calcium fluorescence; stronger effect = higher value; Short transient receptor potential channel 4 (Mus musculus), Q9QUQ5; 310,000 compounds, 0.49% hits; B-score at 10 µM;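 active = B-score above 5 SD of library B-scores, and initial fluorescence ratio not above library mean plus 5 SD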;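 note: positive B-score marks a calcium rise read as TRPC4 activation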
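System: HEK293 cells stably co-expressing mouse TRPC4beta and mu-opioid receptor; Schedule: Fluo4 dye loading 45 min at room temperature, 110 s recording; Detection: Fluo4 fluorescence, kinetic; Evaluation: B-scored integrated calcium fluorescence ratio; Controls: buffer (low) and maximal DAMGO (high).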
ANO1 block = TMEM16A chloride channel inhibitors, primary screen, cell-based, HTS; Anoctamin-1 (Mus musculus), Q8BHY3; HEK293 TMEM16A/YFP iodide influx fluorescence, ionomycin; normalized B-score (activity score, 25-100; higher = stronger inhibition) at 10 µM; 310,000 compounds, 1.2% hits; AID 588511, 2011;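 active = ratio plate-corrected score three or more library SD toward inhibition, starting fluorescence score within five deviations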;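 note: score derived from kinetic fluorescence span divided by baseline fluorescence per well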
KCNK9 inh = KCNK9 potassium channel inhibitors, primary screen, HEK293 cells, thallium flux; Potassium channel subfamily K member 9 (Homo sapiens), Q9NPC2; FluxOR thallium flux fluorescence; stronger effect = lower value; B-score at 10 µM; 310,000 compounds, 1.2% hits; AID 488922, 2010;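 active = ratio B-score over 3 SD below the library mean, with starting fluorescence within 5 SD of its mean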;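 note: negative B-score means less thallium flux so channel inhibition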
* = called active by the depositor; i = inactive; ? = inconclusive; . = no result given. An excerpt, so the mix of outcomes need not match the whole.

SMILES	KCNK3 inh	hERG protect	KCNQ1 block	Dyrk1A ADPGlo	HDAC3 inh	TMEM16A act	KCNQ1 pot	TRPC4 PAM	TRPC4 agonist	ANO1 block	KCNK9 inh
O=C(NCCCNc1ccnc2cc(Cl)ccc12)c1ccccc1F	i	-17	i	2	4	i	i	i	i	i	i
OC(COc1cccc2ccccc12)CN1CCN(c2ccccc2)CC1 (stereo not given)	i	-14	i	0	1	i	i	i	i	i	i
COc1ccccc1CNC(=O)C1CC2Cn3c(nc4ccccc43)C2N1C (stereo not given)	i	-8	i	-9	1	i	i	i	i	i	i
CC(=O)N1CCN(CC(=O)Nc2c(Cl)cccc2Cl)CC1	i	-5	i	-2	0	i	i	i	i	i	i
COc1ccc(C(=O)Nc2ccc(OC)c([N+](=O)[O-])c2)cc1Br	i	2	i	-2	2	i	i	i	i	i	i
CC1(C)CC(=O)c2cc(O)ccc2O1	i	-3	i	0	3	i	i	i	i	i	i
Cc1cc(=O)oc(C)c1C(=O)NCCCN1CCN(c2ccc(F)cc2)CC1	i	-4	i	0	3	i	i	i	i	i	i
COc1ccc2c(=O)c3c(=O)n(CCc4ccccc4)c(C(C)C)nc3oc2c1	i	-9	i	.	0	i	i	i	i	i	i
CC(=O)c1c(C)oc2ccc(NS(=O)(=O)c3ccc(C)cc3)cc12	i	-5	i	3	4	i	i	i	i	i	i
Cn1c2ccccc2c(=O)c2c(=O)n(Cc3ccco3)c(-c3ccc(Cl)cc3Cl)nc21	.	-4	i	.	-5	.	i	i	i	i	i
CCOc1ccc(NC(=O)c2cc3cc4ccc(C)cc4nc3o2)cc1	.	-3	i	.	2	.	i	i	i	i	i
Cc1ccccc1NCCNc1ccccc1C	i	-5	i	-3	1	i	i	i	i	i	i
O=C(Nc1nc(-c2ccccc2)cs1)c1ccco1	i	-12	i	12	5	i	i	i	i	i	i
Oc1c(C=Nc2ccccc2)sc2ccccc12	i	-4	i	8	-9	i	i	i	i	i	i
O=C(O)CSc1nnc(COc2ccc(Br)cc2)n1-c1ccccc1	i	0	i	-4	3	i	i	i	i	i	i
CCN(CC)CCNC(=O)c1c(C)oc2cc(Br)c(OC)cc12	i	.	.	3	-1	i	.	.	.	i	.
Cc1ccc(S(=O)(=O)NC(C)C(=O)NC(C)c2cccs2)cc1 (stereo not given)	i	-8	i	-1	-2	i	i	i	i	i	i
O=C(c1ccc(Cl)cc1)N1CCN=C1c1ccccc1	i	-10	i	-2	2	i	i	i	i	i	i
Nc1nnnn1/N=C/c1cccc(OCc2ccccc2Cl)c1	i	-9	i	-2	6	i	i	i	i	i	i
CCOC(=O)N1CCN(C(=O)Cn2ncn3nc(-c4cccs4)cc3c2=O)CC1	i	-2	i	-1	8	i	i	i	i	i	i
COc1ccc(CCN(C)C(=O)C2CCN(Cc3ccc(C)cc3)CC2)cc1OC	i	2	i	3	2	i	i	i	i	i	i
CS(=O)(=O)N(CC(N)=O)c1ccc(F)c(Cl)c1	i	-4	i	3	2	i	i	i	i	i	i
COCCn1nnnc1CN(CCc1ccc(OC)c(OC)c1)Cc1cc2ccc(C)cc2[nH]c1=O	i	-6	i	-4	-9	i	i	i	i	i	i
C#CCOCCOCCOCCNc1nc(N2CCN(C(=O)[C@H]([C@@H](C)O)n3cc(CCCCN)nn3)CC2)nc(N2CCN(C(=O)[C@H]([C@@H](C)CC)n3cc(CCCCN)nn3)CC2)n1	i	.	.	-8	12	i	.	.	.	i	.
COC(=O)c1cccc(C(=O)N2CCC(CO)(Cc3ccccc3Cl)CC2)c1	i	-12	i	1	0	i	i	i	i	i	i
CCn1nc(C)c(CNC(=O)Nc2ccccc2C(=O)OC)c1C	i	-13	i	2	-3	i	i	i	i	i	i
CCCCC1(COC(=O)CCC(=O)O)C(=O)N(c2ccccc2)N(c2ccccc2)C1=O	i	.	.	5	-3	i	.	.	.	i	.
COc1ccc(/C=C2\N=C(c3ccccc3Cl)NC2=O)cc1	i	-3	i	.	.	i	i	i	i	.	i
COc1ccc(CNC(=O)c2ccc(C(C)(C)C)cc2)cc1	i	-11	i	.	4	i	i	i	i	i	i
CCNC(=O)NC(=O)C(C)OC(=O)c1cc(S(=O)(=O)N2CCCCCC2)ccc1OC (stereo not given)	i	-15	i	-3	15	i	i	i	i	i	i
Cc1c(NC(=O)C(C)Oc2ccc(Br)cc2Cl)c(=O)n(-c2ccccc2)n1C (stereo not given)	i	-8	i	-4	0	i	i	i	i	i	i
COc1c(C)cccc1C(=O)Nc1cc(Cl)ccc1N1CCOCC1	i	0	i	7	9	i	i	i	i	i	i
CC(C)(C)C(=O)Nc1ccccc1N1CCN(c2ccc(F)cc2)CC1	i	-8	i	1	-1	i	i	i	i	i	i
Cc1csc(NC(=O)Cc2c[nH]c3ccccc23)n1	i	-5	i	-4	-1	i	i	i	i	i	i
Cn1nnc(NC(=O)COc2ccc(C3CCCCC3)cc2)n1	i	-2	i	-2	?	i	i	i	i	i	i
CC(=O)NC(=S)Nc1cccc2ccc(C)nc12	i	-3	i	14	-2	i	i	i	i	i	i
COc1ccc(Oc2coc3c(CN(C)C)c(O)ccc3c2=O)cc1	i	-9	i	-2	-4	i	i	i	i	i	i
COC(=O)COc1cc(OCC(=O)OC)c2c(-c3ccccc3)cc(=O)oc2c1	i	-9	i	-2	-1	i	i	i	i	i	i
COC(=O)c1cc(S(=O)(=O)Nc2cccc(S(N)(=O)=O)c2)oc1C	i	-4	i	.	0	i	i	i	i	i	i
Cn1cccc1/C=N/N1CCN(Cc2ccc(Cl)cc2)CC1	i	-1	i	5	-1	i	i	i	i	i	i
Cc1ccc2nsnc2c1NC(=O)CCl	i	-4	i	-4	3	i	i	i	i	i	i
O=C(O)c1ccc(N2CCS(=O)(=O)CC2)cc1	i	-5	i	-2	4	i	i	i	i	i	i
COC(=O)C(C(=O)OC)N1C(=O)CCC1=O	i	-5	i	4	0	i	i	i	i	i	i
COc1ccc(N(CC(=O)N2CCN(Cc3ccccc3)CC2)S(=O)(=O)c2ccccc2)cc1	i	-8	i	-3	-2	i	i	i	i	i	i
O=C(N/N=C/c1ccc2nccnc2c1)c1ccncc1	i	-8	i	-1	3	i	i	i	i	i	i
C#CCN(Cc1ccco1)C(=O)c1cc(COc2ccc(F)cc2Cl)on1	-11*	-7	i	-4	10	i	i	i	i	i	-9.3*
O=C(NCCc1ccccc1)C(c1ccccc1F)N(C(=O)c1csnn1)C1CC1 (stereo not given)	i	-12	i	-7	9	i	i	i	i	i	i
COc1ccc(/C=N/NC(=O)CN2CCCCCCC2)c(C)c1C	i	-11	i	1	1	i	i	i	i	i	i
COc1cccc(N2CCN(c3c4c(nc5ncnn35)CCC4)CC2)c1	i	-4	i	0	3	i	i	i	i	i	i
CCC(C)NS(=O)(=O)c1ccc(S(=O)(=O)N2CC=C(c3ccc(F)cc3)CC2)cc1 (stereo not given)	i	-7	i	-4	1	i	i	i	i	i	i
S=C(NCC1CCCCC1)Nc1ccc(Oc2ccccc2)cc1	i	-10	9*	-2	14	i	i	i	i	100*	i
CC(C)=CCN1CCN(Cc2cccc3nccnc23)CC1CCO (stereo not given)	i	-11	i	-1	1	i	i	i	i	i	i
Cc1ccc2c(c1)N(C(=O)CCC(=O)NCc1cccnc1)CC(C)O2 (stereo not given)	i	-6	i	0	?	i	i	i	i	i	i
CCC[C@@H]1CCCO[C@@](C(=O)NCc2cc(C)n(C)n2)(C(F)(F)F)C1	i	-7	i	6	0	i	i	i	i	i	i
COC(=O)c1ccc(CO/N=C(\NC(C)=O)c2nonc2NC(C)=O)cc1	i	-4	i	2	.	i	i	i	i	i	i
CC1CC(C)(C)NC(=S)N1CCC(=O)Nc1ccc2c(c1)OCCO2 (stereo not given)	i	-4	i	-10	1	i	i	i	i	i	i
O=[N+]([O-])C1=CC=C2C(=NC3(CCCCC3)N2O)C1=NCCc1ccccc1	i	-6	i	9	.	i	i	i	i	.	i
O=C(NC1C2CCCC1CN(C1CC1)C2)c1ccc(Cl)cc1 (stereo not given)	i	-7	i	.	-2	i	i	i	i	i	i
CC(=O)N1CCN(S(=O)(=O)c2ccc(C)c([N+](=O)[O-])c2)C1C(C)C (stereo not given)	i	-8	i	-3	11	i	i	i	i	i	i
C/C(=N\Nc1ccc(Cl)cc1)c1c(O)cc(C)oc1=O	i	-5	i	-4	6	i	i	i	i	i	i
(cont.)
SMILES	KCNK3 inh	hERG protect	KCNQ1 block	Dyrk1A ADPGlo	HDAC3 inh	TMEM16A act	KCNQ1 pot	TRPC4 PAM	TRPC4 agonist	ANO1 block	KCNK9 inh
Cc1c(CCC(=O)NCCCn2ccnc2)c(=O)oc2cc3oc4c(c3cc12)CCCC4	i	-11	i	15	-9	i	i	i	i	i	i
CCCNc1nc(-c2ccccc2)c(C(=O)OCC)cc1C#N	i	-10	i	8	3	i	i	i	i	i	i
COc1cc(C(=O)N2CCN(C(=O)Cc3ccccc3)CC2)cc(OC)c1OC	i	-8	i	-1	-8	i	i	i	i	i	i
CC(=O)N1CCN(C(=O)C2(NC(=O)Nc3ccccc3Cl)CCCCC2)CC1	i	-3	i	1	9	i	i	i	i	i	i

Entries of single compounds, quoted from the list. Values in the order: KCNK3 inh	hERG protect	KCNQ1 block	Dyrk1A ADPGlo	HDAC3 inh	TMEM16A act	KCNQ1 pot	TRPC4 PAM	TRPC4 agonist	ANO1 block	KCNK9 inh
`COc1ccc(C(=O)Nc2ccc(OC)c([N+](=O)[O-])c2)cc1Br` across the screens: i	2	i	-2	2	i	i	i	i	i	i
`O=C(O)CSc1nnc(COc2ccc(Br)cc2)n1-c1ccccc1` across the screens: i	0	i	-4	3	i	i	i	i	i	i
`COC(=O)COc1cc(OCC(=O)OC)c2c(-c3ccccc3)cc(=O)oc2c1` across the screens: i	-9	i	-2	-1	i	i	i	i	i	i

Screening data: PubChem, several laboratories
